# Artemis endo inh – blocks endonuclease activity of human Artemis | 30,000 tested, 0.78% active | inhibition, % at 10 µM | recombinant Artemis, quenched FAM hairpin cleavage fluorescence;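 active = at 10 µM dose, at least 30% inhibition, measured as corrected fluorescence normalized to stimulator and neutral control wells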
# Target sequence (Q96SD1 whole entry, looked up): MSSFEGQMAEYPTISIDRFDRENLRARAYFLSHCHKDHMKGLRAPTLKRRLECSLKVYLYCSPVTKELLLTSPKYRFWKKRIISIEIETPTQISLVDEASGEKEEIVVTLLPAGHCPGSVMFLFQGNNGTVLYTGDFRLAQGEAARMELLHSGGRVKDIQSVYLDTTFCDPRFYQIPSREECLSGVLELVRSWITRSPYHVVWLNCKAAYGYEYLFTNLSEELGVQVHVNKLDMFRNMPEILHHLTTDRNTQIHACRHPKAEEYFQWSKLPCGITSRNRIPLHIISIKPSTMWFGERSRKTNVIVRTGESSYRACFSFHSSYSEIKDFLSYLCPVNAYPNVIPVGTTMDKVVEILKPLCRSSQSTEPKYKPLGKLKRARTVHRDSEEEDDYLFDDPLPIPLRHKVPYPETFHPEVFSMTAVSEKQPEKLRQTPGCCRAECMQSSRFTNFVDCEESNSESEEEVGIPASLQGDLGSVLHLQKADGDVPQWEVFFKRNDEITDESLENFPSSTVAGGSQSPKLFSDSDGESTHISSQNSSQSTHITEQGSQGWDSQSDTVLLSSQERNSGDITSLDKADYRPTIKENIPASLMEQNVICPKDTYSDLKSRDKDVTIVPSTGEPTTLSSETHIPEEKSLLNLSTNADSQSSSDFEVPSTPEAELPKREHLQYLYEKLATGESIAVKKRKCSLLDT
# The depositor's hits bear a star. A portion of the library; the hit share may differ from the screen's.
SMILES,Artemis endo inh
COc1nc(NC(C)C)nc(NC(C)C)n1,-8
CCOc1ccccc1-n1c(O)c(C=NCc2ccc3c(c2)OCO3)c(=O)[nH]c1=O,0
O=C(C1CCN(c2nc3ccc(Br)cc3s2)CC1)N1CCC2(CC1)OCCO2,-7
CCc1cccc2c(C#N)cn(CC(=O)N3CCOCC3)c12,5
Cc1ccccc1C(O)(Cc1ccccc1)C1CN2CCC1CC2 (stereo unspecified),0
CC1=NN(c2ccccc2)C(=O)C1/C=C1\C(=O)NC(=O)N(c2cc(C)cc(C)c2)C1=O (stereo unspecified),0
COc1ccc(OC)c(CN2CCN(C(=O)COc3cccc(C)c3)CC2)c1,9
CC(C)OC12Oc3ccccc3C=C1N1CCC2CC1 (stereo unspecified),0
Cc1ccc(C2SCC(=O)Nc3c2c(=O)[nH]n3C2CCOC(C)(C)C2)cc1 (stereo unspecified),-5
O=C(Nc1ccc2c(c1)OCO2)c1cn(Cc2ccc(F)cc2)nn1,9
O=C(COC(=O)Cc1ccccc1)NC12CC3CC(CC(C3)C1)C2,0
CCCS(=O)(=O)N1CCCC(C(=O)N2CCC3(CC2)OCCO3)C1 (stereo unspecified),-4
CC1(C)CC(=O)C=C(NCCN2CCN(C(=O)Cc3ccc(Cl)cc3)CC2)C1,1
CCN(CC)CCCN=Cc1c(O)n(-c2cccc(C)c2C)c(=O)[nH]c1=O,6
CCCC12CN3CN(C1)CC(CCC)(C3)C2O (stereo unspecified),3
CCOC(=O)C1CCN(/C=C2/C(=O)NC(=O)N(Cc3ccco3)C2=O)CC1,5
Cc1c(N=Cc2c(O)n(CCc3ccccc3)c(=O)[nH]c2=O)c(=O)n(-c2ccccc2)n1C,-5
COc1ccccc1N1CCN(C(CNC(=O)Oc2ccccc2)c2cccnc2)CC1 (stereo unspecified),9
Cc1ccc(/C=C2/C(=O)NC(=O)N(CCc3ccc(F)cc3)C2=O)o1,0
O=c1[nH]c(=O)n(CCc2ccc(F)cc2)c(O)c1C=NCCCn1ccnc1,-5
Cc1ccc(-n2c(O)c(C=NC3CCCC3)c(=O)[nH]c2=O)c(C)c1,4
O=[P+](Cc1ccccc1)Cc1ccccc1,-2
CCCCn1c(O)c(C(CC)=NCCc2ccccc2)c(=O)[nH]c1=O,3
Cn1c(=O)n(CC(=O)N2CCC3(CC2)OCCO3)c(=O)c2ccccc21,0
CCOC(=O)[C@]1(C#N)[C@@H]2C=CC(C(C)=O)=CN2[C@@H](C(N)=O)[C@@H]1c1ccsc1,3

# A different layout for 7 compounds above.
SMILES | Artemis endo inh
CC1(C)CC(=O)C=C(NCCN2CCN(C(=O)Cc3ccc(Cl)cc3)CC2)C1 | 1
CCN(CC)CCCN=Cc1c(O)n(-c2cccc(C)c2C)c(=O)[nH]c1=O | 6
CCCC12CN3CN(C1)CC(CCC)(C3)C2O (stereo unspecified) | 3
CCOC(=O)C1CCN(/C=C2/C(=O)NC(=O)N(Cc3ccco3)C2=O)CC1 | 5
Cc1c(N=Cc2c(O)n(CCc3ccccc3)c(=O)[nH]c2=O)c(=O)n(-c2ccccc2)n1C | -5
COc1ccccc1N1CCN(C(CNC(=O)Oc2ccccc2)c2cccnc2)CC1 (stereo unspecified) | 9
Cc1ccc(/C=C2/C(=O)NC(=O)N(CCc3ccc(F)cc3)C2=O)o1 | 0

# (more compounds)
SMILES,Artemis endo inh
O=C(COc1ccc2ccccc2c1)N1CCN(CC2CC3C=CC2C3)CC1 (stereo unspecified),7
O=C1CSC2N1CCNC21CCCCC1 (stereo unspecified),-5
COc1cccc(-n2c(O)c(C=NCCN3CCOCC3)c(=O)[nH]c2=O)c1,-4
COc1ccccc1-n1c(O)c(C=NCCCn2ccnc2)c(=O)[nH]c1=O,-1
COc1ccccc1N1CCN(Cc2cc(C)c(C)cc2O)CC1,3
Cc1cc(O)c(CN2CCN(c3ccccc3)CC2)cc1C,-3
O=c1c2ccccc2nc(-c2ccco2)n1-c1ccccn1,-4
Oc1ccc(C2NCc3ccccc3-n3cccc32)cc1Cl (stereo unspecified),-3
Cc1c2cnn(CC(=O)N3CCC4(CC3)OCCO4)c(=O)c2c(C)n1Cc1ccccc1,0
O=c1c2ccccc2nc(-c2cccs2)n1-c1cnccn1,6
COc1ccc(OCC(=O)Nc2ccc(Cl)cc2C(=O)c2ccccc2)cc1,-3
O=C1NC(=O)N(CCNc2ncc(C(F)(F)F)cc2Cl)C(=O)C1/C=N/OCc1c(F)cccc1Cl (stereo unspecified),20
CCOC(=O)C1CN(C)CCC1=O (stereo unspecified),1
O=C1c2ccccc2C2(c3ccc(Cl)cc3)NCCN12 (stereo unspecified),0
CN1C(=O)C(Cc2ccsc2)C(=O)N(C)C1=O,3
CC(=NCc1ccc2c(c1)OCO2)c1c(O)[nH]c(=O)[nH]c1=O,-1
CCCCn1c(N)c(C(=O)NCCN2CCOCC2)c2nc3ccccc3nc21,1
COc1ccc(C(=O)CC2(CC(=O)c3ccc(OC)cc3)C(=O)N(C)C(=O)N(C)C2=O)cc1,-2
COc1ccc(-c2cc(C(F)(F)F)n3nc(C(=O)N4CCC5(CC4)OCCO5)cc3n2)cc1OC,3
CCCS(=O)(=O)N1CCC(C(=O)N2CCC3(CC2)OCCO3)CC1,1
CC#CP(=O)(OCC)C(O)(c1ccccc1)C(F)(F)F (stereo unspecified),-4
CCOC(=O)N(C)c1ccc(C(O)(C(=O)OC)C(F)(F)F)cc1 (stereo unspecified),-9
CN1CC(C(=O)c2ccccc2)C(C(=O)c2ccccc2)C1 (stereo unspecified),-1
CCCN1CC(C)C(OC(C)=O)(c2ccccc2)CC1C (stereo unspecified),-3
Cc1nc2c(c(C)nn2-c2ccccc2)c(C)c1CCC(=O)N1CCC2(CC1)OCCO2,-1
# The results go on.
SMILES,Artemis endo inh
CC1CN(c2ccc([N+](=O)[O-])c3cccnc23)CC(C)N1 (stereo unspecified),0
FC(F)(F)c1ccc2c(c1)N(CCCN1CCN(CCCl)CC1)c1ccccc1S2,28
CN(C)CC#CCOCCOCCC#N,-5
Cc1cc(C)cc(N2C(=O)NC(=O)/C(=C\c3cccn3-c3ccc(Cl)cc3)C2=O)c1,27
Cc1ccc(Cl)cc1N1CCN(CCN)CC1,-1
CCn1c(C)c(C(=O)O)c2cc(OC)ccc21,-3
O=c1[nH]c(=O)n(Cc2ccccc2)c(O)c1C=NCCCn1ccnc1,5
CCC(C)C12CN3CCN(CC(C)(C3)C1=O)C2 (stereo unspecified),0
CP(C)(=O)CCC(=O)O,9
CCOCCN1CCN(c2nnc3n2-c2ccc(Cl)cc2C(c2ccccc2Cl)=NC3)CC1,-1
O=C(Oc1c(Cl)cc(Cl)c2ccccc12)N1CCCCC1,3
CC(=O)OC1(c2ccccc2)CCN(C)C(C)C1C (stereo unspecified),-4
O=C1c2ccccc2C(=O)N1Cc1nc2ccccc2c(=O)n1-c1cccnc1,1
COCCn1c(-c2ccccc2)cc(C(=O)O)c1C,-1
O=C(COc1ccc(S(=O)(=O)N2CCCCC2)cc1)N1CCN(Cc2ccccc2)CC1,-2
OCCN(CC#CC(O)(c1ccccc1)C1CCCC1)CCO (stereo unspecified),2
O=C(c1ccco1)c1cn(Cc2ccc(Cl)cc2)c2ccccc12,8
COc1ccc(CCn2c(O)c(C=NCc3cccnc3)c(=O)[nH]c2=O)cc1OC,2
CCCCNc1ccncc1S(=O)(=O)NC(=O)NC(C)C,-11
CCC(=O)c1c(O)n(C2CCCCCC2)c(=O)[nH]c1=O,-2
O=c1[nH]c(=O)n(-c2cccc(Cl)c2)c(O)c1C=NCCCN1CCOCC1,9
Cc1cc(NC(=O)COC(=O)c2c(C)nn(Cc3ccccc3Cl)c2C)no1,89*
CC1(C)C(c2ccccc2)=NC(c2cccnc2)=[N+]1[O-],0
CCc1nnc(NC(=O)CCc2nc(C3=CCN(C)CC3)no2)s1,4
CC(=O)C1C2c3ccccc3OC1(C)N=c1s/c(=C/c3cn(C)nc3C)c(=O)n12 (stereo unspecified),-3

# Another view of some results above.
> COc1ccc(CCn2c(O)c(C=NCc3cccnc3)c(=O)[nH]c2=O)cc1OC
  Artemis endo inh = 2

> CC1CN(c2ccc([N+](=O)[O-])c3cccnc23)CC(C)N1 (stereo unspecified)
  Artemis endo inh = 0

> O=C(c1ccco1)c1cn(Cc2ccc(Cl)cc2)c2ccccc12
  Artemis endo inh = 8

# More records follow:
SMILES,Artemis endo inh
Cc1nc2ccc(Cl)cn2c1P(=S)(N1CCOCC1)N1CCOCC1,0
CC12CN3CC(C)(CN(C1)C31CCOCC1)C2=O,-5
CC12CCCCC1N(O)CN2O (stereo unspecified),-4
CCOc1ccc(Cc2c(O)[nH]c(=O)[nH]c2=O)cc1,6
CN1C(=O)C(=Cc2ccc(N3CCCCC3)o2)C(=O)N(C)C1=S,-10
Cc1ccc(OCC(=O)NCCN2CCN(C(=O)COc3ccc(C)cc3)CC2)cc1,7
CCN(CC)CCN=Cc1c(O)n(C2CCCCCC2)c(=O)[nH]c1=O,13
CC1=NN(c2ccccc2)C(=O)C1/C=C1\C(=O)NC(=O)N(c2ccc(C)c(C)c2)C1=O (stereo unspecified),4
O=c1[nH]c(O)c(C=NC2CCN(Cc3ccccc3)CC2)c(=O)[nH]1,1
COc1ccc(-n2c(SC)nc3ccccc3c2=O)cc1,1
OCCOCC#CCN1CCOCC1,-3
CN1CCC(O)(c2ccccc2)C(C(=O)c2ccccc2)C1 (stereo unspecified),-8
CCC(=O)N1CC(=O)Nc2ccc(Cl)cc2C1c1ccc(F)cc1 (stereo unspecified),-2
Cc1ccc(-c2nc3ccccc3c(=O)n2-n2cccc2)cc1,5
CN1CCN(c2ccc(N)c(N3CCN(C)CC3)c2)CC1,-2
CCCCSP1(=S)NCCCN1,2
CCOP(=S)(OCC)SCOC(=O)NCC(=O)OC,-5
O=C(COc1ccc(Cl)cc1)NC1CN2CCC1CC2 (stereo unspecified),0
Cn1c2ccccc2c2c(C(=O)N3CCC4(CC3)OCCO4)cn(C3CCCC3)c(=O)c21,-2
CCC1=C(C)C(N2CCOCC2)=NP(N2CCOCC2)(N2CCOCC2)=N1,-11
CCOC(=O)C(O)(c1ccc(N(CC)S(=O)(=O)c2ccccc2)cc1)C(F)(F)F (stereo unspecified),-7
COc1cccc(CN2CCN(C(=O)COc3ccc4ccccc4c3)CC2)c1,-2
CCOC(=O)C1=C(C)OC(N)=C(C#N)C12C(=O)N(C)c1ccccc12 (stereo unspecified),5
COC(=O)C1C2c3ccccc3OC1(C)N=c1s/c(=C/c3cnn(C)c3C)c(=O)n12 (stereo unspecified),3
CCCCn1c(O)c(C=NCCCn2ccnc2)c(=O)[nH]c1=O,1
# Next compounds follow:
SMILES,Artemis endo inh
CNC(C(=O)c1ccccc1)C(OC)c1ccccc1 (stereo unspecified),-5
CN1C(=O)C(=Cc2ccc(N3CCCCCC3)o2)C(=O)N(C)C1=S,-14
CCOC(=O)c1c(/N=C/c2c(O)n(-c3ccccc3F)c(=S)[nH]c2=O)sc2c1CCCC2,16
Cc1cccc(CN2CCN(Cc3ccc(Cl)cc3)CC2)c1,-10
CC1=CC(=O)NP(=O)(Oc2ccc3ccccc3c2)N1 (stereo unspecified),-6
Cc1cccc(N2C(=O)/C(=C/c3ccc(CN(CCC#N)S(C)(=O)=O)o3)C(=O)NC2=S)c1,21
CCC(COC(=O)NC)NC(=O)Oc1cccc(C)c1 (stereo unspecified),-5
Fc1cccc(CCNCc2ccccn2)c1,11
Nc1c2c(nc3sc4c(c13)CCCC4)CCCCC2,-1
CCOc1ccccc1-n1c(O)c(C=Nc2ccc(N(CC)CC)cc2)c(=O)[nH]c1=O,5
O=c1[nH]c(=O)n(-c2ccc(F)cc2)c(O)c1C=Nc1ccccc1N1CCCC1,12
Cc1ccc(C(=O)Nc2ccc(-n3ccnc3P(=O)(O)c3ccccc3)cc2)cc1,4
Cc1ccc2c(c1)CNc1ccccc1O2,11
COc1ccccc1CC1C(=O)C2CCN1CC2 (stereo unspecified),0
CCCCOC(=O)C1=C(N)OC2=C(C(=O)CC(C)(C)C2)[C@]12C(=O)N(C)c1ccccc12,-10
Cn1c(O)c(C=NC2C(=O)C3(C)CCC2C3(C)C)c(=O)n(C)c1=O (stereo unspecified),0
c1cc2c(cc1CCNC1CCCCCC1)OCO2,-2
CCOP(=O)(OCC)C(NC(=O)C(C)C)C(Cl)(Cl)Cl (stereo unspecified),-1
CNC(C)Cc1ccccc1Sc1ccc(O)cc1 (stereo unspecified),-2
CCNc1nc2[nH]c(=O)c3c(c2s1)OC(N)=C(C#N)C3c1cccs1 (stereo unspecified),-1
Cc1ccc(OCC(=O)N2CCN(C)CC2)c(Br)c1,-8
Cc1ccc(S(=O)(=O)NCC2CCC(C(=O)N3CCC4(CC3)OCCO4)CC2)cc1 (stereo unspecified),2
CN1C(=O)C(=Cc2ccccc2Oc2ccc(Cl)cc2)C(=O)N(C)C1=O,7
COc1ccc(C(=O)C(C)(C)NO)cc1,-9

# Shown with tabs: entries from further up
structure	Artemis endo inh
CCOC(=O)c1c(/N=C/c2c(O)n(-c3ccccc3F)c(=S)[nH]c2=O)sc2c1CCCC2	16
Cc1cccc(CN2CCN(Cc3ccc(Cl)cc3)CC2)c1	-10
